# RAM inhibit: inhibitors of the yeast RAM network, primary screen, dse1pr::URA3 reporter, 5-FOA selection; S. cerevisiae dse1pr::URA3 reporter, 5-FOA growth OD615, 2 d; analog-sensitive cbk1-as2 kinase mutant strain; inhibition, % at 50 µM; 190,000 tested, 1.8% active; AID 868, 2007;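 active = inhibition above a set limit, 3 SD over mean compound inhibition, cut at about 8.4% in these data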;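 note: 0% = DMSO-only wells with no growth and 100% = 10 µM 1-NA-PP1 full growth; inhibition rescues growth on 5-FOA so higher OD means more RAM inhibition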
# S1P3 antag: S1P3 receptor antagonists, primary screen, cell-based; CHO S1P3 NFAT-BLA reporter, FRET fluorescence, antagonist mode; inhibition, % at 4.98 µM; 170,000 tested, 0.27% active; AID 485, 2006;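 active = inhibition above the plate cutoff, the mean inhibition of test wells on that plate plus 3 SD, cut at about 28% in these data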;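 note: cells challenged with S1P at its EC80 of 0.8 µM; blue over green emission ratio from cleaved BLA substrate after 4 h stimulation; 0% = S1P-stimulated wells and 100% = unstimulated DMSO-only wells; some compounds past the cut are filed as inactive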
# DTT redox prof: compounds producing H2O2 with reducing agent – biochemical, NIH compound library profiling, artefact control for MLSCN library redox annotation, primary screen; DTT-dependent redox cycling H2O2, phenol red/HRP absorbance; 100% = 100 µM peroxide control, 0% = buffer; activation, % at 10 µM; 200,000 tested, 0.03% active; AID 878, 2007;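 active = activation of at least 50% relative to the plate's high and low controls in the primary single-dose screen; inactive = activation below 50%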;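 note: compound incubated with DTT at 0.8 mM final as the reducing agent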
# G6PDH CS: L. mesenteroides G6PDH inhibitors, counter-screen for G6PDH-coupled screening assays, biochemical, Leuconostoc mesenteroides enzyme. glucose-6-phosphate dehydrogenase [Leuconostoc mesenteroides]. Purified L. mesenteroides G6PDH, diaphorase/resazurin coupled fluorescence, 45 min. inhibition, % at 5 µM. 200,000 tested, 0.12% active. AID 1020, 2008
# TLR4 MyD88 comp: inhibitors of TLR4-MyD88 association in cells, primary screen, cell-based, HeLa CL3-4, BLA complementation, FRET ratio; AID 861, 2007; Toll-like receptor 4 (Homo sapiens) + Myeloid differentiation primary response protein …; HeLa CL3-4 TLR4/MyD88 BLA complementation; 200,000 tested, 0.18% active; inhibition, % at 8.4 µM; in the data active = inhibition above about 25%;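 note: 0% = vehicle and 100% = reference inhibitor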
# Target sequence (O00206 whole entry, looked up): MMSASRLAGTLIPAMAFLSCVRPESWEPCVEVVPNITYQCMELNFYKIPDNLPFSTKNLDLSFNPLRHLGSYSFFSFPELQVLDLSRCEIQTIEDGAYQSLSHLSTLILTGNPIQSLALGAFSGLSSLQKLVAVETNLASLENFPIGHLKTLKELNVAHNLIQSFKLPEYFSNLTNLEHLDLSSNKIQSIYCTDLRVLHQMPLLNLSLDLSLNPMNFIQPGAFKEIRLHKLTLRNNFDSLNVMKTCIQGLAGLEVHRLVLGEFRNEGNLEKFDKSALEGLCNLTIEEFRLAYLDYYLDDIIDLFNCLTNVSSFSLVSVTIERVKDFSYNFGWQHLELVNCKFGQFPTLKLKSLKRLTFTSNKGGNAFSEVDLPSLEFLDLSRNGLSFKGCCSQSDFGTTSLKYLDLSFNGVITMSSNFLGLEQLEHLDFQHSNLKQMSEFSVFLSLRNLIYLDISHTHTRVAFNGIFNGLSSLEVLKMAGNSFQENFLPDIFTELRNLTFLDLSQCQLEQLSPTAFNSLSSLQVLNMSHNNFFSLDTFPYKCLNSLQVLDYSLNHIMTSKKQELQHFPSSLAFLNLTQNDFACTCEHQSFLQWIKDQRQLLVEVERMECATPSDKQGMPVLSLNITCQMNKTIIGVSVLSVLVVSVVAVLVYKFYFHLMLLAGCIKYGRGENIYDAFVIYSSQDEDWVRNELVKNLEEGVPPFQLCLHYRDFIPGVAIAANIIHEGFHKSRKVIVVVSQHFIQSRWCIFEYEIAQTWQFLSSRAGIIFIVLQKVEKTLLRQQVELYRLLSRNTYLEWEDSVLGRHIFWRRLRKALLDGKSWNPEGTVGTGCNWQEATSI
# Target sequence (Q99836 whole entry, looked up): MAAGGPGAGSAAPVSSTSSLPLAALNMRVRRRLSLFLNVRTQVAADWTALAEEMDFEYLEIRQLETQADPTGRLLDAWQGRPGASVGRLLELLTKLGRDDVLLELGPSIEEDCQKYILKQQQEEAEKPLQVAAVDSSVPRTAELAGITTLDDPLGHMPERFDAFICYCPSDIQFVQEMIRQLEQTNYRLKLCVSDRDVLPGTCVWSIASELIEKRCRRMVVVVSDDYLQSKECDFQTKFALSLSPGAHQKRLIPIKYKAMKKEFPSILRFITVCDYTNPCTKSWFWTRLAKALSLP
# Hsp70 act: Hsp70 transcriptional activators, primary screen, cell-based, HeLa, Hsp70 promoter luciferase, luminescence, 10 µM; 200,000 tested, 0.04% active; AID 1203, 2008; activation, % at 10 µM; HeLa Hsp70 promoter luciferase reporter; scaled: vehicle 0, proteasome-inhibitor control 100%;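 active = activation above the mean across all tested compounds plus 3 SD, cutoff set per campaign, cut at about 5.5% in these data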;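 note: 100% = MG132 at 30 µM as the positive control and 0% = DMSO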
# Diaphorase inh: diaphorase inhibitors and chemical oxidizers, primary screen, counter-screen for diaphorase-coupled primary assays, biochemical, uHTS, resorufin fluorescence. diaphorase resazurin-to-resorufin fluorescence, NADH, 16 min; bacterial (C. kluyveri) enzyme, not human. 190,000 tested, 0.69% active. inhibition, % at 20 µM;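 active = primary screen inhibition at 20 µM above a set limit, cut at about 50% in these data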;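 note: plate controls were DMSO with full reaction for no effect and wells lacking NADH for full effect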
#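 Test system: bacterial diaphorase enzyme (C. kluyveri); Quantity: 0.14 U/mL diaphorase, enzyme working solution; Times: reaction incubation of 16 min at room temperature; Measured by: fluorescence of resorufin formed from resazurin, Ex 544/Em 590 nm; Benchmarks: positive control minus NADH, DMSO neutral control.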
# Diaph act CS: compounds boosting diaphorase resazurin reduction – biochemical, uHTS, resorufin fluorescence, counter-screen for diaphorase-coupled primary assays, primary screen. Diaphorase/resazurin coupled assay, 16 min; stronger effect = higher value; 1 = vehicle wells, 0 = NADH-free wells. activation factor at 20 µM. 190,000 tested, 0.005% active. AID 1229, 2008;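 active = diaphorase activity raised at least twofold by the compound at 20 µM; inactive = activation factor below 2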
#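 Test system: Clostridium kluyveri diaphorase, purified enzyme. Buffer or medium: 50 mM HEPES pH 7.4 buffer plus MgCl2 and Tween 20. Also added: 0.114 mM NADH and 0.1 mM resazurin, final amounts. Dosing: compound 20 µM once, DMSO 1%. Schedule: 16 min enzyme reaction, ambient temperature. Detection: fluorescence of resorufin, 544 nm excitation, 590 nm emission.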
# PMI activator: activators of human PMI, primary screen, biochemical, fluorescence intensity, near-Km mannose 6-phosphate | Mannose-6-phosphate isomerase (Homo sapiens), P34949 | purified human PMI, coupled resazurin fluorescence, 20 min; stronger effect = higher value; 1 = vehicle control, 0 substrate-free wells | activation factor at 20 µM | 190,000 tested, 0.005% active;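 active = activation factor of 2 or more at 20 µM, relative to plate controls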
# PMI act satM6P: human PMI activators, high substrate, primary screen, biochemical, fluorescence intensity, near-saturating mannose 6-phosphate; Mannose-6-phosphate isomerase (Homo sapiens), P34949; coupled PMI enzyme assay, resazurin fluorescence, 20 min; stronger effect = higher value; 1 = untreated enzyme, 0 = substrate-free blank; activation factor at 20 µM; 190,000 tested, 0.34% active;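 active = activation factor of 2 or more at 20 µM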
#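 Test system: human PMI in coupled enzyme assay; Input: PMI at 15 ng/mL final; Medium: HEPES buffer, pH 7.4; Schedule: 20 min incubation at room temperature; Technique: resorufin fluorescence at Ex 544/Em 590 nm; Compound: 20 µM single dose; Probe or stimulus: Near-saturating mannose-6-phosphate, 1.0 mM.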
# Lmaj promast: Leishmania major promastigote growth inhibition, primary screen; Leishmania major promastigotes, resazurin fluorescence viability; inhibition, % at 10 µM; 200,000 tested, 9% active; AID 1063, 2008;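 note: promastigotes grown with compound for 44 hours at 28 °C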
# Starred values were filed as active, the others as inactive; . = not tested or not shown. Cut-off read from the data, not from the text of the source, unless noted: active = inhibition above about 50%; inactive = the rest.
# Sequence of screens – Hsp70 act	Diaph act CS	Lmaj promast	S1P3 antag	G6PDH CS	Diaphorase inh	TLR4 MyD88 comp	DTT redox prof	RAM inhibit	PMI act satM6P	PMI activator
COc1cc(C2c3[nH]c4ccccc4c3CCN2Cc2cn(C)nc2C)ccc1F (stereo unspecified)
 : -0.1	0.9	29	-1	10	6	-17	0.3	-1.3	0.9	0.9
Cc1ccc(N)cc1-n1c(C)ccc1C
 : 0.5	0.9	-3	-14	6	11	1	-1.6	2.8	0.7	0.8
Cc1ccc(O)c(NC(=O)c2noc(C(C)C)c2[N+](=O)[O-])c1
 : -0.3	0.9	-3	10	3	9	-10	0.1	1.1	1.1	1.1
COc1ccc(Cc2c(N)nc(C)nc2N)cc1
 : 0.1	0.9	10	-8	-1	6	-7	-1.7	1.5	0.9	1
CCOc1ccc(/C(CCC(=O)O)=N/NC(=S)NC(C)C)cc1
 : -0.1	0.9	-6	-7	5	13	-23	-0.2	-0.5	1.1	1.1
O=C(NC(=O)N1CCOCC1)c1ccccc1
 : -0.2	1	-6	5	16	4	-2	0.0	1.2	1	0.8
C/C(=N\NC(=S)NC1CCCCC1)c1ccc(C#N)cc1
 : -0.4	0.9	16	-22	-7	12	11	0.3	2.8	0.9	0.9
Cc1cccc(C)c1-n1cccc1/C=C1\SC(=S)N(c2cccc(C(=O)O)c2)C1=O
 : -0.1	0.8	5	-6	4	23	1	7.0	3.8	1	1
CCOC(=O)c1c(-c2ccccc2)csc1NC(=O)c1ccc(S(=O)(=O)N2CC(C)OC(C)C2)cc1 (stereo unspecified)
 : 0.7	0.8	18	.	-1	19	-12	-0.5	3.3	0.8	0.8
COCCCn1c(SCc2cccc(OC)c2)nc2cc(OC)c(OC)cc2c1=N
 : -0.1	1	21	.	9	2	4	1.5	-0.8	0.9	0.8
CCOc1ccc2nc(/N=C/c3nc(-c4ccc(Br)cc4)oc3O)sc2c1
 : -0.4	1	-5	-2	-22	4	8	0.7	3.5	1	0.9
Cc1ccc2c(c1)CCCN2C(=O)Nc1ccc2c(c1)OCO2
 : 0.3	0.9	5	14	14	6	1	0.7	0.8	1	0.8
Clc1ccccc1C1CC(c2ccccc2)Nc2ncnn21 (stereo unspecified)
 : -0.3	0.9	0	-5	-9	10	4	0.1	-0.3	0.9	0.8
N#C/C(=C/c1ccccc1[N+](=O)[O-])c1nnc2n1CCCCC2
 : -0.5	0.8	8	6	-5	20	-2	-0.2	-0.5	1	1
COc1ccccc1Nc1nnc(SCC(=O)NC(=O)Nc2ccc3c(c2)OCCO3)s1
 : 0.0	1	56*	7	20	1	0	-0.1	4.0	1	0.9
Cc1ccc(OCC(=O)N2N=C(C(F)(F)F)CC2(O)C(C)(C)C)cc1C (stereo unspecified)
 : -0.2	0.8	2	.	3	16	8	0.1	-0.5	0.9	0.9
Cc1ccc(SCC(=O)NCc2ccc(F)cc2)cc1
 : 0.8	1	1	11	3	3	2	-0.8	1.0	0.9	0.9
CCc1cc2c(=O)n(Cc3ccccc3)c(SC3CCOC3=O)nc2s1 (stereo unspecified)
 : -0.1	1	1	-19	1	3	3	-1.4	1.8	1	1.1
COC(=O)c1cn(CC(=O)NC2CCCCC2)c2ccccc12
 : -0.4	1	-4	15	0	-2	-2	1.4	2.7	1.1	1.1
CN(C)S(=O)(=O)c1cccc(NC(=O)CSc2nncn2-c2ccccc2)c1
 : -0.1	0.9	2	-14	6	6	-3	-0.7	4.3	0.9	0.9
O=[N+]([O-])C(/C=C(\Cl)[N+](=O)[O-])=C(N1CCCCC1)N1CCCCC1
 : -0.1	0.9	23	-18	9	6	0	-0.2	1.8	1.2	1.2
COc1ccc(NC(=O)CNS(=O)(=O)c2cccs2)c(OC)c1
 : -0.5	1.1	-7	.	7	-8	-4	0.2	-0.3	1.1	1.1
CCCCNC(=O)c1c(N)n(/N=C/c2ccccn2)c2nc3ccccc3nc12
 : 0.2	1.1	-6	.	8	-7	-7	0.2	0.4	1	1
CON(C)c1nc(Oc2ccc(=O)[nH]n2)nc(N(C)C)n1
 : 0.5	1.1	-2	-4	0	-9	-7	0.8	0.8	1	1
Cc1occc1-c1nnc(SCC(=O)Nc2nccs2)n1CCc1ccccc1
 : 0.0	0.8	13	-4	4	20	-1	3.2	6.2	1	0.9
CC(=O)C1C(c2ccncc2)NC(=O)NC1(O)C(F)(F)F (stereo unspecified)
 : -0.2	0.9	-9	-14	4	5	0	2.5	2.2	0.9	0.9
CCNC(=O)CN(c1ccc(OC)c(OC)c1)S(=O)(=O)c1ccccc1
 : 0.5	0.9	-3	-11	0	6	10	0.1	-0.7	1	0.9
Cc1ccccc1NC(=O)CN1C(=O)N/C(=C\c2ccc(N3CCOCC3)c(F)c2)C1=O
 : -0.2	1	-6	-13	22	-2	6	-0.6	5.0	1	1
CCOC(=O)COc1ccc(Oc2nc(C)cc(OC)n2)nn1
 : 0.0	0.9	6	.	8	7	-21	1.5	1.2	1.1	1
O=C(NC1CCCCC1)C(c1ccc(F)cc1)N(Cc1ccco1)C(=O)Cn1nnc2ccccc21 (stereo unspecified)
 : 0.3	0.9	44	14	2	7	-9	1.9	7.4	1	0.9

# Sequence of screens – Hsp70 act	Diaph act CS	Lmaj promast	S1P3 antag	G6PDH CS	Diaphorase inh	TLR4 MyD88 comp	DTT redox prof	RAM inhibit	PMI act satM6P	PMI activator
Cc1c(NC(=O)C(C)OC(=O)COc2ccccc2)c(=O)n(-c2ccccc2)n1C (stereo unspecified)
 : -0.2	0.9	-4	5	11	8	2	-2.2	-0.2	0.9	1
Nc1cccnc1Sc1ccc([N+](=O)[O-])cn1
 : -0.4	0.5	-6	-9	0	50*	2	-0.7	3.1	0.9	0.9
Cc1ccccc1N1C(=O)CC2(CCCC2)CC1=O
 : -0.4	0.9	4	3	6	9	-2	-1.4	0.8	1	1.1
Cc1ccc(NC(=O)CCC(C(=O)O)N2C(=O)c3ccccc3C2=O)cc1 (stereo unspecified)
 : -0.1	0.9	-3	-16	2	11	-2	-0.6	2.6	1	0.9
Cc1cc(=O)oc2cc(OCC(=O)OCC(=O)Nc3ccccc3C(C)C)ccc12
 : -0.3	1	-9	-10	-10	-1	-2	0.0	0.7	1.1	0.9
COc1cccc(Oc2cncnc2-c2ccc(OC)cc2O)c1
 : -0.3	0.8	93*	9	3	16	-19	60*	4.7	0.9	1
Cc1ccccc1-n1c(SCc2ccccn2)nc2n[nH]c(C)c2c1=N
 : -0.3	0.9	15	-2	-21	7	1	1.6	2.2	0.9	1
O=Cc1cc2ccccc2nc1SCCCF
 : -0.3	1	58*	-15	-2	3	-4	-1.3	-0.9	1	0.9
Cc1cc2cc(C)c(SCC(=O)NCc3ccco3)nc2cc1C
 : -0.2	0.9	-3	-7	14	12	5	0.3	7.2	1	0.9
COC(=O)c1ccccc1OCC(=O)NC1CCCCC1
 : 0.1	0.9	5	-5	-2	7	15	0.1	-0.1	1	1
CCC1S/C(=N/C(=O)NC2CCCCC2)NC1=O (stereo unspecified)
 : -0.3	1	-2	.	0	3	-3	0.6	1.4	1	1.1
OCCCNc1ncnc2sc(-c3ccccc3)cc12
 : -0.3	0.9	2	-14	4	7	8	0.3	0.4	0.9	0.9
COc1ccc(CN2CCCC(C(=O)c3cccc(OC(C)C)c3)C2)cc1Cn1cccn1 (stereo unspecified)
 : -0.4	0.9	17	1	22	13	5	-0.4	-1.6	0.9	0.9
COC(=O)C(C(=O)Nc1cccc(C)n1)C1CCCCCC1 (stereo unspecified)
 : 0.0	1	-1	.	3	0	0	-0.9	2.4	1	1
COc1cc(C(=O)Nc2cccc(-c3cn4cccnc4n3)c2)cc(OC)c1OC
 : -0.1	1.1	19	2	0	-9	-13	-0.3	1.0	1.2	1.3
CSCC[C@H](NC(=O)c1cccc([N+](=O)[O-])c1C)c1nc2ccccc2[nH]1
 : -0.3	1	2	-7	-2	1	6	-0.2	3.9	1	1
CSCCC(NC(=O)C1CCC(C)CC1)C(=O)N1CCN(c2ccccn2)CC1 (stereo unspecified)
 : -0.2	0.9	2	6	2	10	-16	-3.7	0.7	0.9	1.1
O=C(O)C1C2CCC(O2)C1C(=O)NCc1ccc(Cl)cc1 (stereo unspecified)
 : -0.2	1	-7	-16	5	-3	8	0.1	1.2	0.9	1.1
CCOC(=O)Cn1c(=O)c(-c2ccccc2NC)nc2ccccc21
 : -0.1	1	-1	.	13	4	-1	-0.1	1.4	1	1
CCCNC(=O)COc1ccc2c(=O)c(Oc3ccccc3F)coc2c1
 : -0.3	1	-5	0	6	-1	-6	-0.7	0.3	1	1
Cc1ccc(S(=O)(=O)c2cc3c(=O)n4ccccc4nc3n(CC3CCCO3)c2=N)cc1C (stereo unspecified)
 : -0.3	0.9	37	6	18	5	-12	-0.2	0.4	0.9	0.9
CCC(CC)C(=O)Nc1cccc(C(=O)N2CCCCCC2)c1
 : -0.1	0.9	2	-11	0	7	4	-0.3	0.8	1	1

# Some of the entries so far, with bars between the fields:
canonical_smiles | Hsp70 act | Diaph act CS | Lmaj promast | S1P3 antag | G6PDH CS | Diaphorase inh | TLR4 MyD88 comp | DTT redox prof | RAM inhibit | PMI act satM6P | PMI activator
N#C/C(=C/c1ccccc1[N+](=O)[O-])c1nnc2n1CCCCC2 | -0.5 | 0.8 | 8 | 6 | -5 | 20 | -2 | -0.2 | -0.5 | 1 | 1
COc1ccccc1Nc1nnc(SCC(=O)NC(=O)Nc2ccc3c(c2)OCCO3)s1 | 0.0 | 1 | 56* | 7 | 20 | 1 | 0 | -0.1 | 4.0 | 1 | 0.9
